Casp6 inh: human caspase-6 inhibitors, primary screen, biochemical, VEID-R110 fluorescence, single point, set 2; P55212; purified caspase-6, Z-VEID-R110 cleavage fluorescence; inhibition, % at 12.5 µM; 0.53% of 350,000 active; AID 686996, 2013;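 active = mean inhibition across replicates at least about 35%, with every replicate also reaching that limit, limit read from the data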;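 also: 0% = median of neutral control wells and 100% = no fluorescence left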
Target sequence (P55212 24-179 limits assumed): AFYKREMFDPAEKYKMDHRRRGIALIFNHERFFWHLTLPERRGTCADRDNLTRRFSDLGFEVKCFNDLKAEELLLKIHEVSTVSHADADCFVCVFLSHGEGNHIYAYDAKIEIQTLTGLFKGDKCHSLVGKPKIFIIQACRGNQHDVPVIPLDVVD
Target sequence (P55212 194-293 limits assumed): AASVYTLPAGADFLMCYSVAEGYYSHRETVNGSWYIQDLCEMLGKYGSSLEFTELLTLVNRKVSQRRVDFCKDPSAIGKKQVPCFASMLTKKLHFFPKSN
FN deposit inh: inhibitors of fibronectin matrix deposition, primary screen, AH1F cells, Alexa488-fibronectin fluorescence, plate reader | AH1F fibroblasts, overnight | inhibition, % at 12.6 µM | 0.086% of 350,000 active;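 active = mean inhibition across replicates of 30% or more, regardless of how many single replicates reach that level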;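 also: positive control wells lacked labelled fibronectin entirely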
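Test system: AH1F fibroblast monolayer depositing Alexa488-labelled fibronectin into matrix. Input: 10000 cells per well. Technique: fluorescence, ex 485 nm, em 525 nm. Buffer or medium: DMEM plus 2% serum, read in PBS. Timing: 1 h cell adhesion before compound, then overnight fibronectin incubation. Compound: single dose, pinned. Read-out basis: inhibition from reduced deposited-fibronectin fluorescence.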
LGR2 inh: inhibitors of bursicon-induced LGR2 CRE-luciferase signal, primary screen, cell-based, HEK293, CRE-luciferase reporter, bursicon stimulation | bursicon-stimulated, 4 h | inhibition, % at 9.99 µM | 0.35% of 380,000 active | Drosophila bursicon receptor LGR2 (rickets);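 active = drop in luminescence signal, shown as inhibition above about 50% in the replicate tests, limit read from the data, passing the limit was not always enough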;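 also: agonist challenge used bursicon conditioned medium at about half maximal strength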
Statin myotox sup: suppressors of statin myotoxicity in C2C12 myotubes, primary screen, cell-based, single point, plate reader; C2C12 myotubes + simvastatin, ATP luminescence, 48 h; scaled: DMSO 0, geranylgeraniol control 100; rescue of ATP level, % at 7.49 µM; 0.78% of 330,000 active;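 active = mean ATP rescue above about 67%, or every replicate alone reaching that limit, limit read from the data, passing the limit was not always enough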;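 also: myotubes were challenged with 10 µM simvastatin during compound exposure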
esBAF inh: Bmi1 luciferase reporter increase in mESCs, primary screen, esBAF inhibitor project, mouse ES cells, Bmi1 luciferase knock-in, single point. 24 h; 100% = twice the neutral-well signal. reporter increase, % at 12.5 µM. 2% of 350,000 active; in the data active = activation above about 40%;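 also: 0% = median of the plate's neutral control wells and 100% = double that signal; a rise in the Bmi1 reporter signal indicates esBAF inhibition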
SIRT5 inh: SIRT5 desuccinylase inhibitors, primary screen, biochemical, fluorescence imaging, single point, set 5; 1.1% of 330,000 active; Purified SirT5, succinyl-peptide AMC, trypsin-coupled fluorescence; inhibition, % at 15 µM; in the data active = inhibition above about 15%
Target sequence (Q9NXA8 whole entry, looked up): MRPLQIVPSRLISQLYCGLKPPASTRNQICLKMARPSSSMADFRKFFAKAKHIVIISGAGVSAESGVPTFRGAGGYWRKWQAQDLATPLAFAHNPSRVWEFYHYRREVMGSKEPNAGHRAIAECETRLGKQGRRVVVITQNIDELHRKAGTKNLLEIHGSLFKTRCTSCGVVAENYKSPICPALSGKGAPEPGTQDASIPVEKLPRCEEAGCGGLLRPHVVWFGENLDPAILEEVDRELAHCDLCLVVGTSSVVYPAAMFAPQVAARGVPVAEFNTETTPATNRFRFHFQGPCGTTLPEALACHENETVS
S100A4 inh HTS: inhibitors of S100A4-myosin IIA peptide binding, primary screen, biochemical, fluorescence polarization, TAMRA-MyoIIA peptide; inhibition, % at 10.7 µM; 0.14% of 360,000 active; AID 652163, 2013;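 active = mean inhibition of at least 70% across replicates, with every replicate also reaching that level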
Target sequence (P26447 whole entry, looked up): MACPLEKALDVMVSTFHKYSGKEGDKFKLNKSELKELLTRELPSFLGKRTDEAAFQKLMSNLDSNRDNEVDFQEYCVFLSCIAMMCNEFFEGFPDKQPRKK
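Test system: S100A4 monomer protein. Medium: HEPES buffer with Ca2+, pH 7.2. Reagent: fluorescent myosin IIA peptide, 5 nM. Compound dosing: single-point compound testing. Timing: 5 min between mix addition and reading. Benchmarks: DMSO neutral and TFP positive wells.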
Starred values were filed as active, the others as inactive. Only part of the results is shown (hit frequency here may not be typical).

`Cc1cc(N(C)C)cc(C)c1N=Nc1cc[n+]([O-])cc1` gave Casp6 inh 7, FN deposit inh 4, LGR2 inh -8, SIRT5 inh 5 and S100A4 inh HTS 1.
For CCC(=O)Nc1ccc2c(c1)C(=O)N(C)[C@H]1CC[C@H](CC(=O)NCc3ccc(OC)cc3)O[C@H]1CO2 the results were Casp6 inh 2, FN deposit inh -9, LGR2 inh -3, Statin myotox sup 4, esBAF inh -2, SIRT5 inh 1 and S100A4 inh HTS -36.
CC(C)CC#Cc1ccc([C@H]2[C@H]3CN(C(=O)Nc4ccc(F)cc4)CC(=O)N3[C@H]2CO)cc1 was read as Casp6 inh 4, LGR2 inh 17, SIRT5 inh 3 and S100A4 inh HTS -2.
Screening O=C(Nc1cc(S(=O)(=O)N2CCCCC2)ccc1N1CCCCC1)C1CC1 returned Casp6 inh 5, FN deposit inh -12, LGR2 inh 16, Statin myotox sup 14, esBAF inh -3, SIRT5 inh -3 and S100A4 inh HTS 1.
`CCOc1ccc(-c2nc(C#N)c(NCc3ccco3)o2)cc1` gave Casp6 inh 3, FN deposit inh -2, LGR2 inh -8, SIRT5 inh -1 and S100A4 inh HTS -1.
O=C(NCCN1CCOCC1)c1cc([N+](=O)[O-])ccc1Cl was read as Casp6 inh 0, FN deposit inh 5, LGR2 inh 10, Statin myotox sup -1, esBAF inh -6, SIRT5 inh -14 and S100A4 inh HTS -3.
For Cc1cc(Br)ccc1NC(=O)CN1C(=S)NC(C)(C)CC1C (configuration not stated) the results were Casp6 inh 0, FN deposit inh -6, LGR2 inh -4, SIRT5 inh -2 and S100A4 inh HTS 1.
O=C(c1ccccc1F)N1CC2(C1)[C@@H](c1ccccc1)[C@@H](CO)N2CC1CC1 was read as Casp6 inh 0, FN deposit inh 5, LGR2 inh -15, SIRT5 inh 1 and S100A4 inh HTS -5.
For Nc1ccc(C(=O)N/N=C/c2c[nH]c3ccccc23)cc1 the results were Casp6 inh -2, FN deposit inh 5, LGR2 inh -35, Statin myotox sup -5, esBAF inh 5, SIRT5 inh 15 and S100A4 inh HTS 0.
Cc1ccc2nc(-c3ccco3)c(Cc3ccsc3)n2c1 was read as Casp6 inh 8, FN deposit inh 9, LGR2 inh -2 and S100A4 inh HTS 4.

Next section (6 carried over from the part before).
`CCOc1ccc(-c2nc(C#N)c(NCc3ccco3)o2)cc1` gave Casp6 inh 3, FN deposit inh -2, LGR2 inh -8, SIRT5 inh -1 and S100A4 inh HTS -1.
O=C(NCCN1CCOCC1)c1cc([N+](=O)[O-])ccc1Cl was read as Casp6 inh 0, FN deposit inh 5, LGR2 inh 10, Statin myotox sup -1, esBAF inh -6, SIRT5 inh -14 and S100A4 inh HTS -3.
For Cc1cc(Br)ccc1NC(=O)CN1C(=S)NC(C)(C)CC1C (configuration not stated) the results were Casp6 inh 0, FN deposit inh -6, LGR2 inh -4, SIRT5 inh -2 and S100A4 inh HTS 1.
O=C(c1ccccc1F)N1CC2(C1)[C@@H](c1ccccc1)[C@@H](CO)N2CC1CC1 was read as Casp6 inh 0, FN deposit inh 5, LGR2 inh -15, SIRT5 inh 1 and S100A4 inh HTS -5.
For Nc1ccc(C(=O)N/N=C/c2c[nH]c3ccccc23)cc1 the results were Casp6 inh -2, FN deposit inh 5, LGR2 inh -35, Statin myotox sup -5, esBAF inh 5, SIRT5 inh 15 and S100A4 inh HTS 0.
Cc1ccc2nc(-c3ccco3)c(Cc3ccsc3)n2c1 was read as Casp6 inh 8, FN deposit inh 9, LGR2 inh -2 and S100A4 inh HTS 4.
`CSCCC1NC(=O)N(CC(=O)Nc2cc(C)on2)C1=O` (configuration not stated) gave Casp6 inh -1, FN deposit inh -6, LGR2 inh 0, Statin myotox sup -5, esBAF inh 1, SIRT5 inh 5 and S100A4 inh HTS -7.
Screening O=C(Nc1ccc(F)c(Cl)c1)c1csc(COCCO)n1 returned FN deposit inh 12, LGR2 inh -72, Statin myotox sup -16, esBAF inh 51*, SIRT5 inh -1 and S100A4 inh HTS -3.
C/C=C/c1ccc([C@H]2[C@@H](CO)N(C(C)=O)[C@@H]2CN(CC)C(=O)CC2CC2)cc1 was read as FN deposit inh -3, LGR2 inh -2, SIRT5 inh -2 and S100A4 inh HTS 18.
For CC(C)(C)C(=O)O/N=C(\N)c1ccc(-c2csnn2)cc1 the results were Casp6 inh -3, FN deposit inh 4, LGR2 inh -48, Statin myotox sup -7, esBAF inh 84*, SIRT5 inh -3 and S100A4 inh HTS -5.
For CCCC#Cc1ccc2c(c1)O[C@H](CN(C)C(=O)C1CC1)[C@@H](C)CN([C@@H](C)CO)S2(=O)=O the results were Casp6 inh 0, LGR2 inh -2, Statin myotox sup 4, esBAF inh 5, SIRT5 inh -2 and S100A4 inh HTS 2.
`CC(=O)c1cccc(NC(=O)c2sc(Cl)nc2C)c1` gave Casp6 inh -1, FN deposit inh -15, LGR2 inh -17, Statin myotox sup 6, esBAF inh -9, SIRT5 inh -1 and S100A4 inh HTS -1.
Screening CC(C)C(=O)Nc1ccc(N2CCN(c3ccc(F)cc3)CC2)cc1 returned FN deposit inh -6, LGR2 inh -6, SIRT5 inh -2 and S100A4 inh HTS 0.
Cc1nc2sccn2c(=O)c1S(=O)(=O)NCCc1ccccc1 was read as Casp6 inh 0, FN deposit inh -2, LGR2 inh 20, Statin myotox sup 0, esBAF inh 6, SIRT5 inh -2 and S100A4 inh HTS 1.
For COc1ccccc1NC(=O)N[C@H]1CC[C@H](CCn2cc(-c3ccccc3)nn2)O[C@H]1CO the results were Casp6 inh -1, LGR2 inh -10, Statin myotox sup 17, esBAF inh 6, SIRT5 inh -1 and S100A4 inh HTS 8.
COC(=O)[C@]1(Cc2ccccc2)N[C@H](c2ccc(-c3ccc(Cl)c(Cl)c3)cc2)[C@@H]2C(=O)N(C)C(=O)[C@@H]21 was read as Casp6 inh 1, FN deposit inh -12, LGR2 inh 8, Statin myotox sup -18, esBAF inh 3 and S100A4 inh HTS 5.
`O=C(Cn1cc(C(F)(F)F)ccc1=O)N/N=C/c1cccc(Cl)c1` gave Casp6 inh 1, FN deposit inh -1, LGR2 inh -1, SIRT5 inh -4 and S100A4 inh HTS -1.
`CCOc1cc(S(=O)(=O)N2CCN=C2Cc2ccccc2)ccc1F` gave Casp6 inh 0, FN deposit inh -4, LGR2 inh -1, Statin myotox sup 1, esBAF inh 0, SIRT5 inh 0 and S100A4 inh HTS -3.
CCCc1cc(=O)[nH]c(SCC(=O)Nc2ccc([N+](=O)[O-])cc2C#N)n1 was read as Casp6 inh -1, FN deposit inh 3, LGR2 inh 14, Statin myotox sup 10, esBAF inh -1, SIRT5 inh 2 and S100A4 inh HTS -1.
Nc1ccccc1C(=O)NCCN1CCNC1=O was read as Casp6 inh -2, FN deposit inh -24, LGR2 inh 4, Statin myotox sup -4, esBAF inh -2, SIRT5 inh -4 and S100A4 inh HTS -5.
Screening OC(c1ccc(F)c(F)c1)c1nc(-c2ccc(Cl)cc2)cs1 (configuration not stated) returned Casp6 inh 5, FN deposit inh 6, LGR2 inh -22, Statin myotox sup -7, esBAF inh 5 and S100A4 inh HTS -2.
CC1(C)Cc2nc3[nH]c(=S)n(-c4ccccc4)c(=O)c3cc2CO1 was read as FN deposit inh -8, LGR2 inh -5, Statin myotox sup 14 and esBAF inh -4.
For COc1ccc(NS(=O)(=O)c2ccc(NC(=S)NC(=O)c3cccnc3)cc2)nn1 the results were Casp6 inh 8, FN deposit inh -10, LGR2 inh -5, SIRT5 inh 2 and S100A4 inh HTS -4.
For CC1=CCC(C(C)(C)NC(=O)c2ccccc2)C/C1=N\O (configuration not stated) the results were FN deposit inh -3, LGR2 inh 17, Statin myotox sup -31 and esBAF inh 1.
Screening O=C(O)Cn1nc(-c2ccccc2)c2ccccc2c1=O returned FN deposit inh -5, Statin myotox sup 6 and esBAF inh -7.
`CC1CC(C)CN(S(=O)(=O)N2CCC(C(=O)NCCc3ccccc3)CC2)C1` (configuration not stated) gave Casp6 inh 1, FN deposit inh -1, LGR2 inh 6, Statin myotox sup 2, esBAF inh -6, SIRT5 inh -2 and S100A4 inh HTS -32.
Screening Cc1ccccc1NC(=O)NC1(C(=O)N2CCCC2)CCCCC1 returned Casp6 inh 0, FN deposit inh 1, Statin myotox sup 0, esBAF inh -4, SIRT5 inh -2 and S100A4 inh HTS -3.
Screening CCOC(=O)CSc1nnc(NC(=O)c2cccc(S(=O)(=O)N3CCCCC3)c2)s1 returned FN deposit inh 2, Statin myotox sup -2 and esBAF inh -3.
CCOc1ccc(N2C(=O)CC(N(C)Cc3ccccc3)C2=O)cc1 (configuration not stated) was read as Casp6 inh -2, FN deposit inh 4, LGR2 inh -11, SIRT5 inh 3 and S100A4 inh HTS -3.
For COC(=O)c1c(-c2ccccc2OC)sc2cc3c(cc12)OCO3 the results were Casp6 inh 1, FN deposit inh 4, LGR2 inh -41, Statin myotox sup 8, esBAF inh 6 and S100A4 inh HTS 2.
Screening COc1ccc(NC(=O)Nc2ccc3c(c2)C(=O)N([C@@H](C)CO)C[C@H](C)[C@@H](CN(C)C(=O)C2CCCCC2)OCCCC[C@H](C)O3)cc1 returned Casp6 inh -2, LGR2 inh 2, Statin myotox sup 41, esBAF inh 2, SIRT5 inh 1 and S100A4 inh HTS -4.
CN(C[C@@H]1N[C@H](CO)[C@H]1c1ccc(C2=CCCC2)cc1)C(=O)c1cccc(F)c1 was read as FN deposit inh 6, LGR2 inh -28, Statin myotox sup -24 and esBAF inh -11.
`Cc1ccc(C(=O)NNC(=O)c2ccncc2)cc1S(=O)(=O)N1CCOCC1` gave Casp6 inh 3, LGR2 inh 3, Statin myotox sup 2, esBAF inh 5, SIRT5 inh -2 and S100A4 inh HTS -6.
`O=C(C[C@H]1C=C[C@@H](NS(=O)(=O)c2ccccc2)[C@@H](CO)O1)N1CCN(c2ccccc2)CC1` gave Casp6 inh 1, LGR2 inh -9, SIRT5 inh 4 and S100A4 inh HTS 10.
CC(C)Cc1cc(C(=O)N2CCC(N3CCC(C(=O)N4CCOCC4)CC3)CC2)n[nH]1 was read as Casp6 inh -10, FN deposit inh -3, LGR2 inh -7, SIRT5 inh -6 and S100A4 inh HTS -5.
Screening C[C@H](CO)N1C[C@H](C)[C@@H](CN(C)S(=O)(=O)c2cn(C)cn2)OCc2ccccc2-c2c(n(C)c3ccccc23)C1=O returned Casp6 inh 3, FN deposit inh -20, LGR2 inh 3, esBAF inh -3, SIRT5 inh -1 and S100A4 inh HTS -4.
`CO[C@@H]1CN(C)C(=O)c2cc(NC(=O)C3CC3)ccc2OC[C@@H](C)N(C(=O)c2ccccn2)C[C@@H]1C` gave FN deposit inh 0, LGR2 inh -1, Statin myotox sup 6 and esBAF inh 1.
`COc1cc(C(=O)NCCC(=O)NC2CCCCCCC2)cc(OC)c1OC` gave FN deposit inh 0, LGR2 inh 6, Statin myotox sup -1 and esBAF inh -4.
For COc1ccc(O)c(C(=O)c2cnn(C(=O)c3cccc(S(=O)(=O)N(C)C)c3)c2)c1 the results were Casp6 inh 1, FN deposit inh -5, LGR2 inh -10, Statin myotox sup 0, esBAF inh -8, SIRT5 inh 3 and S100A4 inh HTS -4.
`Cc1nnc(N2C(=O)c3cccc4c([N+](=O)[O-])ccc(c34)C2=O)s1` gave Casp6 inh 1, FN deposit inh -9, LGR2 inh -12, Statin myotox sup 23, esBAF inh -1, SIRT5 inh 0 and S100A4 inh HTS 5.
CCN(CC)C(=O)CSc1nc2c(c(-c3cccnc3)c1C#N)CCCC2 was read as Casp6 inh -2, FN deposit inh 12, LGR2 inh 2, SIRT5 inh 3 and S100A4 inh HTS 1.

Compound activity from PubChem.
